Assay outcomes (PubChem BioAssay)
MITF primary: MITF inhibitors, primary screen, biochemical, AlphaScreen, human; Microphthalmia-associated transcription factor (Homo sapiens), O75030; AID 1259374, 2018; 0.91% of 650,000 active; inhibition, % at 2.6 µM; AlphaScreen MITF homodimerization, bead proximity signal; in the data active = inhibition above about 50%;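 also: 0% = vehicle wells with protein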
FBW7 act: FBW7 E3 ligase activators, primary screen, biochemical, AlphaScreen, human | F-box/WD repeat-containing protein 7 (Homo sapiens), Q969H0 | AlphaScreen FBW7–phospho-cyclin E peptide binding, activator screen | normalized activity (activation), % at 26.1 µM | 0.13% of 650,000 active | AID 1259310, 2017; in the data active = normalized activity above about 1.9%;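 also: purified mutant Fbw7 with reduced substrate affinity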
Target sequence (Q969H0 whole entry, looked up): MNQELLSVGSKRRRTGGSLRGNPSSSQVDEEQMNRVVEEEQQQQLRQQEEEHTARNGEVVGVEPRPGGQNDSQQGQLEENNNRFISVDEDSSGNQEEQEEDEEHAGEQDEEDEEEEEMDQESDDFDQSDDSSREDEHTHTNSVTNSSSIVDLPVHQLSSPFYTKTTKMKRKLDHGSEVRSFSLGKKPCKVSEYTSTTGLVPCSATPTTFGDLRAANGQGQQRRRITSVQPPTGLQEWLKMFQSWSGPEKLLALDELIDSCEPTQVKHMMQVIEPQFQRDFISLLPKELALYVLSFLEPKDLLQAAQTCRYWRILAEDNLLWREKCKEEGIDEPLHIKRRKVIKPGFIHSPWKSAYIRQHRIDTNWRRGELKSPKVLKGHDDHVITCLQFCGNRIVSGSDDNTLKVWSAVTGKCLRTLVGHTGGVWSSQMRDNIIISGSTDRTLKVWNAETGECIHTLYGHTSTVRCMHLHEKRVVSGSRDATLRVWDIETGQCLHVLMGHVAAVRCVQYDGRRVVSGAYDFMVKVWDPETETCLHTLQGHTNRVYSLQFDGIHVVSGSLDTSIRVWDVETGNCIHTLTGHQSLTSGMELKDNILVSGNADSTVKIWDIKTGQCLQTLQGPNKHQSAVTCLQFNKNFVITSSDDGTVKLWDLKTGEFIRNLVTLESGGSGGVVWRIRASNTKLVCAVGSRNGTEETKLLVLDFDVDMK
GPR151 activ: activators of human GPR151, primary screen, cell-based, PathHunter beta-arrestin, luminescence; G-protein coupled receptor 151 (Homo sapiens), Q8TDV0; PathHunter beta-arrestin GPR151 cells; activation, % at 11.2 µM; 1% of 650,000 active; in the data active = activation above about 4.9%;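 also: 0% = median of compound wells and 100% = cells with positive control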
Target sequence (Q8TDV0 whole entry, looked up): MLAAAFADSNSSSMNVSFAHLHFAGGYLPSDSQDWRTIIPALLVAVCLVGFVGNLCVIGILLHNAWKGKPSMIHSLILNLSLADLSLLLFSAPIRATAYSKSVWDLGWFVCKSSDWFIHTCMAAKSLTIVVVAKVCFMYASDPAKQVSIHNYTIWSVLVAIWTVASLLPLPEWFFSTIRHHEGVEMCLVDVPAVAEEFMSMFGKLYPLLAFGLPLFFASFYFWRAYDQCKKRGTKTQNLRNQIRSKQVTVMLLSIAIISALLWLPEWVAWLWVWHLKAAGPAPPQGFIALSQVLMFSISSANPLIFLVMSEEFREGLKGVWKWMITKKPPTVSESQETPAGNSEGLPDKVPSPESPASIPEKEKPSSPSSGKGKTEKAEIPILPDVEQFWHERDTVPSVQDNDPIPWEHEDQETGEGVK
TEAD-YAP block: TEAD-YAP interaction inhibition, primary screen, TEAD-YAP interaction inhibitor project, luminescence, HEK-TIYL cells | AID 1259422, 2018 | 1.4% of 640,000 active | inhibition, % at 9.12 µM | TEAD-Gal4/YAP UAS-luciferase luminescence; in the data active = inhibition above about 32%;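 also: 0% = median of test compound wells and 100% = reference inhibitor wells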
Starred values were filed as active, the others as inactive; . = no result given.

cpd | Structure | GPR151 activ | MITF primary | FBW7 act | TEAD-YAP block
1 | O=C1CC2(CCCC2)CC(=O)N1c1ccc(Br)cc1 | 0.1 | -4.0 | 0.0 | 0.1
2 | COc1ccc2c(c1)OC(C)CN(CCC(C)O)C2 (stereo not given) | -1.0 | 7.7 | 0.2 | -3.6
3 | COc1ccc2nc3c(cc(C#N)c4nc5cc(OC)c(OC)cc5c(=O)n43)cc2c1 | -0.1 | 13.7 | 0.1 | 3.4
4 | COc1ccc(-c2nc(Nc3ccc(NC(C)=O)cc3)c3ncn(-c4ccsc4)c3n2)cn1 | 2.9 | 8.7 | 0.1 | 50.8*
5 | COc1ccc(/C=N/c2nncs2)cc1 | 0.6 | 6.7 | 0.1 | -6.0
6 | Cc1cccc(-n2nnc3c(=O)n(CC(=O)NCc4ccc5c(c4)OCO5)cnc32)c1 | 0.6 | -4.3 | -0.1 | 2.0
7 | CCOC(=O)c1cnc2nc(COc3ccccc3)[nH]n2c1=O | 1.8 | 18.8 | 0.1 | 6.0
8 | Cc1cc(C)cc(CC2C(=O)N(c3cccc(Cl)c3)C(=O)C2C)c1 (stereo not given) | -1.2 | -0.7 | 0.1 | -7.6
9 | O=C1N=C(N2CCOCC2)S/C1=C/c1cccnc1 | 1.3 | 20.4 | 1.6 | 2.4
10 | O=C(O)c1oc(=O)c2ccccc2c1-c1ccc(Cl)c([N+](=O)[O-])c1 | 0.6 | 14.8 | 0.7 | -7.4
11 | COC(=O)C1=C(C)NC(=O)NC1c1ccccc1 (stereo not given) | -0.9 | 18.7 | 0.1 | 8.6
12 | O=C(NC1CCN(Cc2ccccc2)CC1)c1csc(N2CCN(Cc3ccc4c(c3)OCO4)CC2)n1 | 4.4 | 10.7 | -0.1 | 1.8
13 | CCOC(=O)c1sc2ncnc(NC(C)CC)c2c1C (stereo not given) | 0.8 | 5.8 | 0.0 | 1.2
14 | COc1cc(-c2nc3sc4c(c3c(=O)[nH]2)CCCC4)ccc1O | -0.2 | 10.6 | 0.4 | -31.0
15 | CCCC(c1nnnn1CCOC)N(CCCO)Cc1cc2ccc(C)cc2[nH]c1=O (stereo not given) | 0.5 | 12.7 | 0.1 | -2.9
16 | O=C(Nc1ccccc1C(=O)N1CCCC1)c1ccc(F)cc1 | 1.8 | 2.4 | 0.0 | 3.4
17 | COC(=O)c1ccc2c(=O)n(Cc3ccc(Cl)c(Cl)c3)c(=S)[nH]c2c1 | 1.4 | -2.2 | -0.1 | -3.0
18 | COc1ccccc1Cn1c(SCc2c(F)cccc2Cl)nc2ccccc2c1=O | -0.7 | 16.0 | 0.7 | 0.2
19 | CCCCN(CC)S(=O)(=O)c1ccc([N+](=O)[O-])cc1 | -0.6 | 13.7 | -0.4 | -8.5
20 | CC(C)c1ccc(C(=O)CC2(O)C(=O)N(Cc3ccc(Cl)cc3)c3ccccc32)cc1 (stereo not given) | -0.4 | -16.4 | -0.1 | 3.7

Looked up above.
COc1ccc(-c2nc(Nc3ccc(NC(C)=O)cc3)c3ncn(-c4ccsc4)c3n2)cn1 @ MITF primary: 8.7
COc1ccc(/C=N/c2nncs2)cc1 @ GPR151 activ: 0.6
O=C1CC2(CCCC2)CC(=O)N1c1ccc(Br)cc1 @ MITF primary: -4.0
CCOC(=O)c1sc2ncnc(NC(C)CC)c2c1C (stereo not given) @ TEAD-YAP block: 1.2
COc1ccc2nc3c(cc(C#N)c4nc5cc(OC)c(OC)cc5c(=O)n43)cc2c1 @ FBW7 act: 0.1
COc1cc(-c2nc3sc4c(c3c(=O)[nH]2)CCCC4)ccc1O @ TEAD-YAP block: -31.0
COc1ccc2c(c1)OC(C)CN(CCC(C)O)C2 (stereo not given) @ MITF primary: 7.7

New compounds follow
cpd | Structure | GPR151 activ | MITF primary | FBW7 act | TEAD-YAP block
21 | Cc1cccc(Nc2nc(-c3ccc(Cl)cc3)nc3ccccc23)c1C | -0.7 | 13.5 | 0.8 | 9.9
22 | COc1ccc(Cl)cc1NC(=O)CN(C)CC(=O)Nc1cccc2ccccc12 | -1.3 | -1.9 | -0.1 | 17.8
23 | COc1ccc(CCN2C(=O)CCC2(C)C(=O)NC2CCCC(C)C2C)cc1OC (stereo not given) | 2.9 | 8.3 | 0.7 | 2.3
24 | COc1cccc(NC(=O)CN(C)CC(=O)Nc2ccccc2C(=O)Nc2ccccc2)c1 | -0.7 | 10.9 | 0.1 | 2.9
25 | COc1cccc(-n2cc(C(=O)NCCC(=O)Nc3cccc(C(F)(F)F)c3)c3ccccc3c2=O)c1 | 1.6 | 2.0 | 0.1 | 9.4
26 | O=C(c1ccc(F)c(F)c1)N1CCc2nc(N3CCCCC3)[nH]c(=O)c2C1 | -1.1 | -5.4 | -0.1 | 2.3
27 | COc1ccc2c(c1)[nH]c1c(=O)n(CCCN3CCN(C4CCCCC4)CC3)cnc12 | 1.6 | 13.1 | 0.0 | 6.5
28 | Cc1ccc(OCC(=O)N2CCCCCC2)c(C)c1 | 3.2 | 2.4 | -0.2 | 0.2
29 | O=C(COc1ccc([N+](=O)[O-])cc1)Nc1ccc2c(c1)OCO2 | 0.0 | 4.9 | -0.1 | 0.7
30 | COc1cc(C=C2C(=O)OC(C)(C(C)(C)C)OC2=O)cc(Br)c1O (stereo not given) | -0.8 | 11.3 | -0.1 | -8.3
31 | COc1cc(OC)cc(C(=O)Nc2sc3c(c2C#N)CC(C)CC3)c1 (stereo not given) | -0.2 | -3.4 | 0.0 | -0.1
32 | CC1CCc2sc(NC(=O)C(C)C)c(C#N)c2C1 (stereo not given) | 0.6 | -10.7 | 0.2 | -7.8
33 | CCN1CCN(c2ncnc3sc(C)c(-c4ccccc4)c23)CC1 | 1.3 | 12.6 | 0.1 | -5.1
34 | Cc1cc(C(=O)NCc2oc(C(C)(C)C)cc2C(=O)O)c(C)o1 | -0.1 | 7.8 | -0.1 | 6.9
35 | COc1ccc(NC(=O)CSc2nc3ccccc3c(=O)n2CC2CCC(C(=O)NCc3ccccc3Cl)CC2)c(OC)c1 (stereo not given) | 1.3 | -6.9 | -0.1 | -7.0
36 | CC(CN1CCN(C)CC1)OC(=O)c1cccc(F)c1 (stereo not given) | -0.1 | 0.9 | 0.1 | 5.0
37 | Cc1ccc(NC(=O)c2sc3ncnc(N4CCN(c5ccccn5)CC4)c3c2C)c(C)c1 | -0.2 | 3.4 | -0.1 | 7.9
38 | O=C(O)COc1ccc(NC(=O)c2ccc3c(c2)C(=O)N(CC2CCCO2)C3=O)cc1 (stereo not given) | 1.7 | -6.2 | -0.1 | -6.0
39 | COc1ccc(CNC(=O)c2ccc3c(=O)n(-c4cc(OC)ccc4OC)c(=S)[nH]c3c2)cc1 | 2.9 | -4.4 | -0.1 | -3.2
40 | COc1ccc(C(=O)N/C(=C/c2ccc([N+](=O)[O-])cc2)C(=O)Nc2ccc(Cl)cc2)c(Cl)c1 | 0.9 | 0.1 | -0.1 | 1.9

One compound at a time, as listed above. Screens in order: GPR151 activ, MITF primary, FBW7 act, TEAD-YAP block
COC(=O)c1ccc2c(=O)n(Cc3ccc(Cl)c(Cl)c3)c(=S)[nH]c2c1 in the list: 1.4, -2.2, -0.1, -3.0
CC(CN1CCN(C)CC1)OC(=O)c1cccc(F)c1 (stereo not given) in the list: -0.1, 0.9, 0.1, 5.0
COc1ccc(-c2nc(Nc3ccc(NC(C)=O)cc3)c3ncn(-c4ccsc4)c3n2)cn1 in the list: 2.9, 8.7, 0.1, 50.8*

Additional structures follow:
cpd | Structure | GPR151 activ | MITF primary | FBW7 act | TEAD-YAP block
41 | CCCCC/C=C/C=C1/C(=O)C[C@H](O)[C@@H]1C/C=C\CCCC(=O)O | 5.6* | 14.9 | . | .
42 | Cc1ccccc1NC(=O)CN1C(=O)NC(C)(c2cccc(Br)c2)C1=O (stereo not given) | 1.1 | -3.8 | -0.1 | 6.5
43 | O=c1c2ccccc2nc2n1CCN2 | 0.9 | -8.6 | -0.2 | 1.8
44 | O=C(COC(=O)C(CSCc1ccccc1)NC(=O)c1ccccc1)Nc1cccc2ccccc12 (stereo not given) | 0.2 | -3.8 | -0.3 | 8.7
45 | O=C(OCC(=O)C12CC3CC(CC(C3)C1)C2)c1ccccc1 | -0.3 | 0.9 | 1.1 | 5.0
46 | CCc1ccccc1NC(=S)N(CCCN1CCCCC1)Cc1cccs1 | 1.4 | 14.5 | -0.1 | 10.7
47 | COc1ccc2oc(=O)c(C(=O)Nc3cccc(Cl)c3C)cc2c1 | -1.2 | 6.8 | 0.0 | -11.6
48 | COc1cccc(S(=O)(=O)N2CCN(c3ccccc3F)CC2)c1 | -0.2 | 8.1 | -0.2 | 9.3
49 | O=c1[nH]c(CSc2ccccc2)nc2ccccc12 | 1.5 | -4.1 | -0.1 | -30.6
50 | NC(=O)c1c(NC(=O)c2cc(C3CC3)on2)sc2c1CCCC2 | -0.8 | 0.6 | 0.0 | -1.9
51 | CC1=C(C(=O)OCCOc2ccccc2)C(c2cccc3ccccc23)NC(=O)N1 (stereo not given) | -0.7 | 12.0 | -0.1 | -14.9
52 | CCOc1ccc(OCCCCn2c(-c3ccc(Cl)cc3)nc3ccccc3c2=O)cc1 | 0.0 | 1.2 | -0.2 | 1.0
53 | CCOc1ccccc1CNCc1c(C(=O)O)[nH]c2cc(OC)ccc12 | -2.4 | -4.4 | 0.1 | 7.2
54 | Cc1nc(SCc2nc3ccccc3[nH]2)c2ccccc2n1 | 3.1 | -13.8 | -0.2 | 2.6
55 | c1cn2c(-c3ccsc3)cnc(Nc3ccc(N4CCOCC4)cc3)c2n1 | 0.7 | -4.8 | -0.4 | -19.9
56 | Cc1ccc(Sc2nc(Nc3cccc([N+](=O)[O-])c3)nc(Nc3cc(Cl)ccc3C)n2)cc1 | 0.5 | 4.2 | 0.3 | 12.5
57 | CCOC(=O)c1c(NC(=O)CC)sc2c1CCC(Br)C2=O (stereo not given) | -1.2 | 2.1 | 0.1 | 6.9
58 | CS(=O)(=O)N(CC(=O)N1CCN(c2ccccc2)CC1)c1cc(Cl)ccc1Cl | 0.5 | 3.0 | 0.0 | 7.0
59 | CCOC(=O)c1ccc2c(c1)N(Cc1cc(OC)cc(OC)c1)C(=O)C(C)S2 (stereo not given) | 0.0 | 17.3 | 0.3 | 13.5
60 | NS(=O)(=O)c1ccc(CCNC(=O)c2cccc(C#CC3(O)CCCCC3)c2)cc1 | 5.0* | -9.4 | 0.2 | -0.3
61 | O=C1NC(=Nc2ccccc2)S/C1=C/c1ccccc1Br | -1.0 | 5.3 | -0.1 | 3.9
62 | Cn1c(C(=O)O)c(CC(=O)Nc2ccc(F)cc2F)c2ccccc21 | 0.2 | 6.1 | 0.0 | -5.0
63 | OCCNCCCCOc1cccc(Br)c1 | -0.9 | -5.8 | 0.5 | 5.3
64 | NNC(=O)c1ccc(C2(c3ccc(C(=O)NN)cc3)OC(=O)c3ccccc32)cc1 | -0.7 | 0.6 | -0.3 | -1.1
65 | CCC(=O)Nc1ccc(Cl)c(C(F)(F)F)c1 | 2.6 | -4.3 | -0.1 | -5.3
66 | CCOC(=O)C1=C(C)N=c2s/c(=C/c3ccc4c(c3)n(C)c(=O)n4C)c(=O)n2C1c1ccccc1 (stereo not given) | 0.9 | -1.1 | -0.2 | 8.0
67 | O=C(Nc1cc(C(F)(F)F)ccc1Cl)c1nn2c(c1Br)NC(c1cccs1)CC2C(F)(F)F (stereo not given) | -1.2 | 2.2 | -0.1 | -5.9
68 | O=C(CCn1cccc1)N1CCN(c2ccc(F)cc2)CC1 | -1.0 | 8.2 | 0.4 | 8.2
69 | CCOc1ccccc1NC(=O)c1cc(S(=O)(=O)N2CCc3ccccc32)ccc1F | -2.0 | 14.3 | 0.1 | -2.2
70 | CCNc1nc(NCC)nc(NNC(=S)Nc2ccc(C)cc2)n1 | -1.3 | 17.0 | -0.2 | 12.2
71 | O=C(Nc1cc(Cl)ccc1O)C1CCCCC1 | -0.5 | 3.9 | -0.1 | -5.2
72 | Cc1cc(Nc2cccc(C(F)(F)F)c2)c2cccc(C)c2n1 | -0.4 | 5.7 | -0.2 | -1.9
73 | O=C(O)C1C2CCC(O2)C1C(=O)N1CCN(c2ccccc2F)CC1 (stereo not given) | 2.9 | -2.0 | 0.1 | -5.5
74 | COc1ccc(C(=O)Oc2coc(CSc3ncccn3)cc2=O)cc1OC | 0.7 | 20.7 | 0.1 | -2.8
75 | CCOC(=O)c1sc(NC(=O)Cn2nnc3sc4c(c3c2=O)CCCC4)nc1C | 0.3 | 4.3 | 0.0 | -0.6
76 | COc1ccccc1NC(=S)N(Cc1ccc(Cl)cc1)CC1CCC(C(=O)O)CC1 (stereo not given) | 2.0 | 11.6 | 0.7 | 7.8
77 | COc1ccc(Nc2ncc(C(=O)N3CCN(c4ccccn4)CC3)c3ccccc23)cc1 | -0.2 | 1.4 | -0.2 | 14.7
78 | COc1cc(CN2CCN(Cc3ccccn3)CC2)cc(OC)c1OC | -0.8 | 79.0* | -0.1 | -4.8
79 | Cc1cccc(C(=O)N2CCN3C(=O)[C@H](CC(C)C)NC(=O)[C@H]3C2)c1 | 0.8 | -6.7 | 0.0 | 3.1
80 | COc1cc(/C=C(\C#N)c2nc3ccccc3[nH]2)c(Br)cc1O | -2.4 | 20.8 | 0.8 | 40.9*
81 | CCOC(=O)c1ccc(NC(=O)CSc2nncc(=O)n2N)cc1 | 0.3 | 1.2 | 0.0 | 0.6
82 | Cc1cc(C)cc(-n2ccnc2SCC(=O)O)c1 | -1.2 | -2.9 | -0.1 | 6.7
83 | C=CCNC(=O)c1cnn2c(C(F)(F)F)cc(-c3ccccc3)nc12 | 1.0 | 3.6 | -0.2 | 7.0
